# EZH2 inh: EZH2/PRC2 methyltransferase inhibitors, primary screen, biochemical, DELFIA time-resolved fluorescence, single point; PRC2 H3K27 methylation, DELFIA TRF, 1 h; inhibition, % at 12.5 µM; hit rate 0.35% among 57,000; AID 651548, 2012;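 active = mean inhibition of replicates at least 50% and every single replicate also reaching 50%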;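 note: dimethyl H3K27 on biotinylated H3 21-44 peptide detected by antibody; plate controls were median neutral control wells for no effect and median positive control wells for full effect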
# Target sequence (Q15910 whole entry, looked up): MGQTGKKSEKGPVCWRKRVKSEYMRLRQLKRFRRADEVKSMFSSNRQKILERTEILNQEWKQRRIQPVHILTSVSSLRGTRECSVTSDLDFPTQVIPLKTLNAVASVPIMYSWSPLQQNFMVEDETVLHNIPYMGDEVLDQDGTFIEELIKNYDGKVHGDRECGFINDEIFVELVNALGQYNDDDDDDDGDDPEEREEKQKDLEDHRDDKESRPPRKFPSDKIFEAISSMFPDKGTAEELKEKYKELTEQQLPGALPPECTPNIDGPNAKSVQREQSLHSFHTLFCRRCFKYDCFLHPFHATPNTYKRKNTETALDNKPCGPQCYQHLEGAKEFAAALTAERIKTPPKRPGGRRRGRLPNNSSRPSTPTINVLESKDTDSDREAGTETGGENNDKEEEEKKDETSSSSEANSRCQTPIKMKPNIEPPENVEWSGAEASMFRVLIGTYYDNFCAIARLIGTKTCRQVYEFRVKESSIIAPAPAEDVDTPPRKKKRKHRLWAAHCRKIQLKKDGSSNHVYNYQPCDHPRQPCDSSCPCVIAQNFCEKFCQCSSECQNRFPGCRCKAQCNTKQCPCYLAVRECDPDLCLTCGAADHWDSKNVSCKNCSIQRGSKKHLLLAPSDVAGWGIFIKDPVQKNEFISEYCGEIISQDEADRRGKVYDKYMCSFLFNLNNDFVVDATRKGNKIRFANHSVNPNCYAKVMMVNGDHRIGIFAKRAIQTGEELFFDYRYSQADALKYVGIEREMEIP
# IDH1 R132H inh: inhibitors of IDH1 R132H reductase, primary screen, biochemical, plate reader, single point; Isocitrate dehydrogenase [NADP] cytoplasmic (Homo sapiens), O75874; diaphorase/resazurin fluorescence, 60 min; inhibition, % at 10 µM; hit rate 0.18% among 70,000; in the data active = inhibition above about 34%;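 note: 0% = DMSO and 100% = no enzyme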
# * = called active by the depositor; x = no result given. An excerpt (hit frequency here may not be typical).
SMILES,EZH2 inh,IDH1 R132H inh
Cc1noc(C)c1S(=O)(=O)Nc1ccc2c(c1)C(=O)N([C@@H](C)CO)C[C@H](C)[C@@H](CN(C)S(=O)(=O)c1ccc(F)cc1)O2,x,3.2
CC(=O)N(C)C[C@@H]1Oc2cc(-c3ccccc3)ccc2S(=O)(=O)N([C@@H](C)CO)C[C@@H]1C,x,-2.0
C[C@H]1CN([C@@H](C)CO)C(=O)c2cc(NS(=O)(=O)c3ccc(Cl)cc3)ccc2O[C@H]1CN(C)C(=O)NC1CCCCC1,-7,1.2
O=C(N[C@H]1CC[C@@H](CCNS(=O)(=O)c2ccc(F)cc2)O[C@@H]1CO)C1CCOCC1,-2,0.1
C[C@H](CO)N1C[C@H](C)[C@H](CN(C)C(=O)c2cccc(F)c2)Oc2ncc(C3=CCCCC3)cc2C1=O,-3,0.5
COc1ccc(S(=O)(=O)N(C)C[C@@H]2Oc3c(NC(=O)Nc4ccc5c(c4)OCO5)cccc3C(=O)N([C@@H](C)CO)C[C@@H]2C)cc1,x,-2.3
C[C@@H]1CN([C@@H](C)CO)C(=O)c2cccc(NC(=O)c3ccncc3)c2O[C@@H]1CN(C)Cc1ccncc1,5,x
COc1ccccc1-c1cn(CC[C@H]2CC[C@H](NC(=O)C3CCCCC3)[C@H](CO)O2)nn1,27,0.0
COc1ccccc1-c1cn(CC[C@@H]2CC[C@@H](NC(=O)C3CC3)[C@@H](CO)O2)nn1,3,-0.1
O=C(C[C@H]1C=C[C@@H](NC(=O)Nc2ccc3c(c2)OCO3)[C@H](CO)O1)NCCCN1CCOCC1,14,0.0
C[C@H](NC(=O)C[C@H]1CC[C@@H](NC(=O)C2CCOCC2)[C@@H](CO)O1)c1ccccc1,-7,0.0
CC(=O)N(C)C[C@H]1Oc2cc(C#Cc3ccccc3F)ccc2S(=O)(=O)N([C@@H](C)CO)C[C@H]1C,-12,-1.7
CC(C)CC#Cc1cnc2c(c1)C(=O)N([C@@H](C)CO)C[C@@H](C)[C@H](CN(C)Cc1ccc3c(c1)OCO3)O2,-29,0.5
COCC#Cc1ccc2c(c1)O[C@H](CN(C)S(=O)(=O)c1ccc(OC)cc1)[C@@H](C)CN([C@H](C)CO)S2(=O)=O,9,3.5
C[C@@H]1CCCCO[C@@H](CN(C)Cc2ccccc2)[C@@H](C)CN([C@H](C)CO)C(=O)c2cc(NC(=O)Cc3ccccc3)ccc2O1,x,1.1
COC(=O)C(CC(=O)c1ccc(Cl)cc1)c1cc(=O)oc2cc(OC)ccc12 (stereo unspecified),12,-0.5
Cc1noc(C)c1S(=O)(=O)Nc1cccc2c1O[C@@H](CN(C)S(=O)(=O)c1ccc(Cl)cc1)[C@@H](C)CN([C@H](C)CO)C2=O,x,1.7
Cc1noc(C)c1S(=O)(=O)Nc1ccc2c(c1)C(=O)N([C@@H](C)CO)C[C@H](C)[C@H](CN(C)C(=O)Nc1ccc(F)cc1)O2,x,-1.7
C[C@H]1CN([C@@H](C)CO)S(=O)(=O)c2ccc(-c3cccc(F)c3)cc2O[C@H]1CN(C)CC1CC1,-15,-1.6
C[C@@H]1CN([C@H](C)CO)S(=O)(=O)c2ccc(-c3ccccc3)cc2O[C@@H]1CN(C)Cc1ccccn1,5,-1.4
COc1ccc(Cc2nccc3cc(OC)c(OC)cc23)cc1OC,-1,-4.1
C[C@H](CO)N1C[C@H](C)[C@@H](CN(C)Cc2cccnc2)Oc2cc(-c3cncnc3)ccc2S1(=O)=O,6,x
O=C(C[C@@H]1CC[C@H](NC(=O)Nc2ccc(C(F)(F)F)cc2)[C@@H](CO)O1)NCc1cc(F)cc(F)c1,4,0.3
CCC(=O)N[C@H]1CC[C@H](CC(=O)NCC2CCCCC2)O[C@@H]1CO,8,-0.2
C[C@@H]1CN([C@@H](C)CO)C(=O)c2cc(NC(=O)C3CCCCC3)ccc2O[C@@H](C)CCCCO[C@H]1CN(C)Cc1ccc2c(c1)OCO2,x,0.3
# The results go on.
SMILES,EZH2 inh,IDH1 R132H inh
CC(C)OC(=O)CSc1nc(N)c(C#N)cc1C#N,-20,0.0
CCCN(C)C[C@@H]1Oc2cc(-c3ccc(F)cc3)ccc2S(=O)(=O)N([C@@H](C)CO)C[C@@H]1C,x,-2.4
Cc1c(Cl)cccc1NC(=O)CSc1nnc(-c2ccc(Cl)c(Cl)c2)n1C,-6,0.5
Cc1cccc(-c2noc(CN(C(=O)c3ccc(Br)o3)C(C)C)n2)c1,12,0.0
O=C(C[C@@H]1C[C@H]2c3cc(NC(=O)NC4CCCC4)ccc3O[C@H]2[C@@H](CO)O1)NCc1ccccc1F,5,0.0
COc1cccc(NC(=O)CN(C)S(=O)(=O)c2cc(C)ccc2OC)c1,-15,-0.2
Cc1noc(C)c1NC(=O)Nc1ccc2c(c1)C(=O)N([C@H](C)CO)C[C@H](C)[C@H](CN(C)Cc1ccccc1)OCCCC[C@@H](C)O2,x,3.9
Cc1ccc(S(=O)(=O)Nc2ccc3c(c2)C(=O)N([C@H](C)CO)C[C@@H](C)[C@H](CN(C)C(=O)CCCN(C)C)OCCCC[C@@H](C)O3)cc1,x,8.1
O=C(CNS(=O)(=O)c1ccccc1)Nc1ccc(Br)cc1F,5,-0.2
CCCC(=O)Nc1ccc2c(c1)C(=O)N(C)C[C@H](OC)[C@H](C)CN(Cc1nccs1)[C@@H](C)CO2,-4,0.0
CCCN(C)C[C@@H]1OCCCC[C@@H](C)Oc2ccc(NS(=O)(=O)c3ccc(OC)cc3)cc2C(=O)N([C@H](C)CO)C[C@@H]1C,-2,3.1
C[C@H](CO)N1C[C@H](C)[C@H](CN(C)S(=O)(=O)c2ccc(Cl)cc2)Oc2c(NC(=O)c3ccc(-c4nccs4)cc3)cccc2C1=O,x,-0.6
Cc1ccccc1-c1cnc2c(c1)C(=O)N([C@@H](C)CO)C[C@H](C)[C@@H](CN(C)CC1CCCC1)O2,x,-0.2
CCCN1C[C@@H](C)[C@@H](OC)CN(C)C(=O)c2ccc(NC(=O)c3ccc(F)cc3)cc2OC[C@@H]1C,-26,x
C[C@H](CO)N1C[C@H](C)[C@@H](CN(C)Cc2ccc(C(=O)Nc3ccccc3N)cc2)Oc2ccc(N(C)C)cc2C1=O,-19,x
COc1ccc(S(=O)(=O)Nc2ccc3c(c2)CC(=O)N([C@@H](C)CO)C[C@H](C)[C@H](CN(C)CC2CC2)O3)cc1,3,-0.6
C[C@@H]1CCCCO[C@H](CN(C)S(=O)(=O)c2cccs2)[C@H](C)CN([C@@H](C)CO)C(=O)c2cc(NC(=O)c3ccncc3)ccc2O1,x,0.0
C[C@@H]1CN([C@H](C)CO)C(=O)c2cccc(NC(=O)Nc3ccc(F)cc3)c2O[C@H]1CN(C)C(=O)NC1CCCCC1,-5,x
CCCCC/C=C\C/C=C\CCCCCCCC(=O)OCC(O)CO (stereo unspecified),x,10
NNC(=O)c1cc(COc2c(Cl)cccc2Cl)on1,9,-0.6
CC(C)C#Cc1ccc2c(c1)O[C@@H](CN(C)C(=O)c1ccccc1)[C@@H](C)CN([C@H](C)CO)S2(=O)=O,x,-0.2
C[C@@H]1CN([C@@H](C)CO)C(=O)c2cccc(NC(=O)Nc3ccccc3)c2O[C@H]1CN(C)C(=O)Nc1ccc(F)cc1,-1,x
COCC(=O)N(C)C[C@H]1Oc2cc(-c3ccc(F)cc3)ccc2S(=O)(=O)N([C@@H](C)CO)C[C@H]1C,x,0.0
CC1Oc2c3c(c4c(-c5ccccc5)cc(=O)oc4c2C(=O)C1C)OC(C)(C)C=C3 (stereo unspecified),x,6.2
CSc1cccc(NC(=O)CSc2nnc(-c3cccc(C)c3)n2-c2ccccc2)c1,6,0.2

# Of the compounds above, these have two or more sulfur atoms.
SMILES,EZH2 inh,IDH1 R132H inh
Cc1noc(C)c1S(=O)(=O)Nc1ccc2c(c1)C(=O)N([C@@H](C)CO)C[C@H](C)[C@@H](CN(C)S(=O)(=O)c1ccc(F)cc1)O2,x,3.2
COCC#Cc1ccc2c(c1)O[C@H](CN(C)S(=O)(=O)c1ccc(OC)cc1)[C@@H](C)CN([C@H](C)CO)S2(=O)=O,9,3.5
Cc1noc(C)c1S(=O)(=O)Nc1cccc2c1O[C@@H](CN(C)S(=O)(=O)c1ccc(Cl)cc1)[C@@H](C)CN([C@H](C)CO)C2=O,x,1.7
C[C@H](CO)N1C[C@H](C)[C@H](CN(C)S(=O)(=O)c2ccc(Cl)cc2)Oc2c(NC(=O)c3ccc(-c4nccs4)cc3)cccc2C1=O,x,-0.6
C[C@@H]1CCCCO[C@H](CN(C)S(=O)(=O)c2cccs2)[C@H](C)CN([C@@H](C)CO)C(=O)c2cc(NC(=O)c3ccncc3)ccc2O1,x,0.0
CSc1cccc(NC(=O)CSc2nnc(-c3cccc(C)c3)n2-c2ccccc2)c1,6,0.2

# Sorted by number of heavy atoms (highest first): part of the list above
SMILES,EZH2 inh,IDH1 R132H inh
C[C@@H]1CCCCO[C@H](CN(C)S(=O)(=O)c2cccs2)[C@H](C)CN([C@@H](C)CO)C(=O)c2cc(NC(=O)c3ccncc3)ccc2O1,x,0.0
Cc1ccccc1-c1cnc2c(c1)C(=O)N([C@@H](C)CO)C[C@H](C)[C@@H](CN(C)CC1CCCC1)O2,x,-0.2
CSc1cccc(NC(=O)CSc2nnc(-c3cccc(C)c3)n2-c2ccccc2)c1,6,0.2

# Additional structures follow.
SMILES,EZH2 inh,IDH1 R132H inh
C[C@H]1CN([C@@H](C)CO)C(=O)c2cccc(NC(=O)Nc3cccc4ccccc34)c2O[C@@H]1CN(C)C(=O)NC1CCCCC1,-23,0.7
C[C@H](CO)N1C[C@H](C)[C@H](CN(C)S(=O)(=O)c2cn(C)cn2)OCc2cn(nn2)CCCC1=O,x,-0.1
Cc1cc(C)cc(OCC(=O)Nc2ccccc2N2CCN(C)CC2)c1,-23,-0.1
COc1ccc(-c2cnc3c(c2)C(=O)N([C@H](C)CO)C[C@H](C)[C@@H](CN(C)C(=O)C2CCC2)O3)cc1,-5,-5.6
O=C(Cn1cnc2sc(-c3ccccc3)cc2c1=O)NCc1ccco1,2,0.0
CCOc1cc(C)c(Cl)cc1S(=O)(=O)n1nnc2ccccc21,12,-0.5
C[C@H]1CN([C@@H](C)CO)C(=O)c2c(c3ccccc3n2C)-c2ccccc2CO[C@@H]1CN(C)S(=O)(=O)c1ccccc1F,-24,x
CO[C@@H](CN(C)Cc1cc(F)ccc1F)[C@@H](C)CN([C@@H](C)CO)S(=O)(=O)c1ccc(Cl)cc1,-5,-0.9
Cc1ccc(S(=O)(=O)N(C)C[C@@H]2OCCCC[C@@H](C)Oc3ccc(NS(=O)(=O)c4ccc(Cl)cc4)cc3C(=O)N([C@H](C)CO)C[C@H]2C)cc1,x,-1.2
C[C@@H]1CN([C@@H](C)CO)C(=O)c2cc(NC(=O)CCCN(C)C)ccc2O[C@H]1CN(C)C(=O)Nc1ccc(F)cc1,5,x
CCCC(=O)Nc1ccc2c(c1)C(=O)N(C)C[C@H](OC)[C@H](C)CN(C(=O)c1ccccc1F)[C@@H](C)CO2,10,-0.2
CCc1nc(SCC(=O)Nc2ccccc2C)n[nH]1,-2,0.2
C=CCOC(=O)[C@H]1[C@@H]2C(=O)O[C@@H](c3ccccc3)[C@@H](c3ccccc3)N2[C@@H](c2ccc(OCCOC(=O)[C@H]3C[C@H]4C(=O)N[C@@H](CCCCNC(C)=O)C(=O)N4[C@H]3c3ccc(O)cc3)cc2)[C@]12C(=O)Nc1ccccc12,-32,x
CCOC(=O)c1ccc(NC(=O)CSc2nc(N)c3c4c(sc3n2)CCC4)cc1,-8,-0.3
COc1ccc(S(=O)(=O)Nc2ccc3c(c2)[C@H]2C[C@H](CC(=O)O)O[C@@H](CO)[C@H]2O3)cc1,13,0.3
Cc1cc(C(=O)Nc2cccc3c2O[C@@H](CN(C)Cc2ccc(Cl)c(Cl)c2)[C@@H](C)CN([C@@H](C)CO)C3=O)n(C)n1,-4,2.3
C[C@@H]1CN([C@H](C)CO)C(=O)Cc2cc(NS(=O)(=O)c3cccs3)ccc2O[C@@H]1CN(C)Cc1ccc(C(=O)Nc2ccccc2N)cc1,6,x
C[C@@H]1CCCCO[C@@H](CN(C)Cc2ccncc2)[C@H](C)CN([C@@H](C)CO)C(=O)c2cc(NS(=O)(=O)c3cn(C)cn3)ccc2O1,x,3.2
CNC(=O)CN(c1cccc(Cl)c1Cl)S(=O)(=O)c1ccccc1,5,-0.7
Cc1noc(C)c1NC(=O)N(C)C[C@H]1Oc2cc(C#CCC3CCCC3)ccc2S(=O)(=O)N([C@@H](C)CO)C[C@@H]1C,-12,-2.2
Cc1ccc(S(=O)(=O)N(C)C[C@@H]2Oc3ccc(NC(=O)NC(C)C)cc3C(=O)N([C@H](C)CO)C[C@H]2C)cc1,8,-6.6
C[C@@H]1CN([C@H](C)CO)C(=O)Cc2cc(N(C)C)ccc2O[C@@H]1CN(C)Cc1ccc2c(c1)OCO2,9,-0.5
CC(C)NC(=O)Nc1cccc2c1O[C@H](CN(C)C(=O)Nc1cccc3ccccc13)[C@@H](C)CN([C@H](C)CO)C2=O,-3,x
C[C@H](CO)N1C[C@H](C)[C@H](CN(C)C(=O)NC2CCCCC2)Oc2ccc(NS(=O)(=O)c3ccc(F)cc3)cc2C1=O,-4,-0.1
NC(=O)[C@@H]1[C@H]2C(=O)O[C@H](c3ccccc3)[C@H](c3ccccc3)N2[C@H](c2ccc(O)cc2)[C@@]12C(=O)Nc1ccc(C#CC3=CCCCC3)cc12,-52,-0.3
COc1ccc(N2CCN(C(=O)CCNS(=O)(=O)c3ccc(Br)s3)CC2)cc1,-15,0.3
CCCNC(=O)C1(C)CCN(C(=O)Cc2ccc(OC)c(OC)c2)C1 (stereo unspecified),-21,x
CCOc1cccc(/C=N/NC(=O)c2ccccc2O)c1OCC,0,0.2
C[C@H](CO)N1C[C@H](C)[C@H](CN(C)CC2CCCCC2)Oc2ccc(NS(=O)(=O)c3ccccc3)cc2C1=O,2,x
